RGS7-Gao: regulators of human RGS7-Galphao interaction; P09471; Multiplexed bead flow cytometry, RGS7-Galphao binding; actives lie on both sides; binding response (% of control), % at 10 µM; actives 0.35% (n = 220,000); AID 1439; in the data active = binding response below about 49% or above about 150%; inconclusive = no clear call, values can overlap the other calls; inactive = in between;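 also: fluorescent Galphao held in activated GDP-AlF4 state binding bead-coupled RGS7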
GSH bead fluor: GSH bead compound fluorescence profile; AID 1776; GSH beads flow cytometry, compound fluorescence 488/530 nm; hits give high values; fluorescence (KMESF) at 10 µM; actives 0.25% (n = 190,000); in the data active = fluorescence above about 89;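 also: glutathione beads carrying GST-tagged Bcl family fusion proteins plus one bare bead set; values are compound well signal with DMSO vehicle wells as background; inactives centre near 16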
RGS4-Gao reg: modulates binding of RGS4 to human Galphao | P09471 | Multiplexed bead flow cytometry; actives lie on both sides | binding response (% of control), % at 10 µM | actives 0.33% (n = 220,000) | AID 1415; in the data active = binding response below about 49% or above about 150%; inactive = in between;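 also: fluorescent Galphao activated with aluminum fluoride binding bead-coupled RGS4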
Bim-Bcl-W: human Bim-Bcl-W interaction inhibition; AID 952; bead-based flow cytometry, Bim peptide-Bcl-W binding; Q92843; actives 0.02% (n = 190,000); inhibition, % at 10 µM;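 also: 0% = bound tracer without compound and 100% = peptide blocker; higher means less fluorescent Bim peptide bound to Bcl-W beads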
ABCG2 inh: inhibitors of human ABCG2 transporter, ABCB1 counter-screen; Q9UNQ0; IgMXP3 cells, JC-1 efflux, flow cytometry; inhibition, % at 6.6 µM; actives 0.1% (n = 190,000); AID 1325;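 active = inhibition above 80%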;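 also: 0% = DMSO and 100% = nicardipine control wells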
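Incubation: cells with compound and JC-1, 10 min at 25 °C, rotating, no wash / Test system: IgMXP3 (ABCG2) plus far-red-tagged CCRF-Adr (ABCB1) cells / Compound dosing: one concentration, 6.6 µM final / Also added: JC-1 fluorescent substrate / Evaluation: efflux inhibition in percent versus controls / Detection: flow cytometry, 530 nm JC-1 signal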
Bim-Bfl-1: inhibitors of Bim-Bfl-1 interaction, human | Bead-based flow cytometry, Bim-Bfl-1 binding inhibition | inhibition, % at 10 µM | actives 0.12% (n = 190,000) | Q16548 | AID 1008;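 also: 0% = wells without compound plus tracer and 100% = blocker peptide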
Bcl-XL Bim block: human Bim-Bcl-XL interaction inhibition; Q07817; Bim peptide-Bcl-XL binding, bead flow cytometry, fluorescence; inhibition, % at 10 µM; actives 0.04% (n = 190,000); AID 1007
Avidin fluor: avidin bead compound fluorescence profile; AID 1775; fluorescence (KMESF) at 10 µM; actives 0.38% (n = 220,000); Avidin beads, compound fluorescence 488/530 nm, flow cytometry; hits give high values; in the data active = fluorescence above about 47; also: inactives centre near 10
Bim-Bcl-B: human Bim-Bcl-B interaction inhibition | actives 0.073% (n = 190,000) | inhibition, % at 10 µM | bead-based flow cytometry, Bim peptide-Bcl-B binding | AID 951;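 also: 0% = tracer peptide without compound and 100% = reference inhibitor peptide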
ABCB1 inh: inhibitors of human ABCB1 transporter, ABCG2 counter-screen; inhibition, % at 6.6 µM; actives 0.067% (n = 190,000); CCRF-Adr cells, JC-1 efflux, flow cytometry; P08183; in the data active = inhibition above about 40%;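 also: 0% = vehicle and 100% = reference inhibitor; higher value means more JC-1 retained so stronger ABCB1 efflux block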
Target sequence (P08183 whole entry, looked up): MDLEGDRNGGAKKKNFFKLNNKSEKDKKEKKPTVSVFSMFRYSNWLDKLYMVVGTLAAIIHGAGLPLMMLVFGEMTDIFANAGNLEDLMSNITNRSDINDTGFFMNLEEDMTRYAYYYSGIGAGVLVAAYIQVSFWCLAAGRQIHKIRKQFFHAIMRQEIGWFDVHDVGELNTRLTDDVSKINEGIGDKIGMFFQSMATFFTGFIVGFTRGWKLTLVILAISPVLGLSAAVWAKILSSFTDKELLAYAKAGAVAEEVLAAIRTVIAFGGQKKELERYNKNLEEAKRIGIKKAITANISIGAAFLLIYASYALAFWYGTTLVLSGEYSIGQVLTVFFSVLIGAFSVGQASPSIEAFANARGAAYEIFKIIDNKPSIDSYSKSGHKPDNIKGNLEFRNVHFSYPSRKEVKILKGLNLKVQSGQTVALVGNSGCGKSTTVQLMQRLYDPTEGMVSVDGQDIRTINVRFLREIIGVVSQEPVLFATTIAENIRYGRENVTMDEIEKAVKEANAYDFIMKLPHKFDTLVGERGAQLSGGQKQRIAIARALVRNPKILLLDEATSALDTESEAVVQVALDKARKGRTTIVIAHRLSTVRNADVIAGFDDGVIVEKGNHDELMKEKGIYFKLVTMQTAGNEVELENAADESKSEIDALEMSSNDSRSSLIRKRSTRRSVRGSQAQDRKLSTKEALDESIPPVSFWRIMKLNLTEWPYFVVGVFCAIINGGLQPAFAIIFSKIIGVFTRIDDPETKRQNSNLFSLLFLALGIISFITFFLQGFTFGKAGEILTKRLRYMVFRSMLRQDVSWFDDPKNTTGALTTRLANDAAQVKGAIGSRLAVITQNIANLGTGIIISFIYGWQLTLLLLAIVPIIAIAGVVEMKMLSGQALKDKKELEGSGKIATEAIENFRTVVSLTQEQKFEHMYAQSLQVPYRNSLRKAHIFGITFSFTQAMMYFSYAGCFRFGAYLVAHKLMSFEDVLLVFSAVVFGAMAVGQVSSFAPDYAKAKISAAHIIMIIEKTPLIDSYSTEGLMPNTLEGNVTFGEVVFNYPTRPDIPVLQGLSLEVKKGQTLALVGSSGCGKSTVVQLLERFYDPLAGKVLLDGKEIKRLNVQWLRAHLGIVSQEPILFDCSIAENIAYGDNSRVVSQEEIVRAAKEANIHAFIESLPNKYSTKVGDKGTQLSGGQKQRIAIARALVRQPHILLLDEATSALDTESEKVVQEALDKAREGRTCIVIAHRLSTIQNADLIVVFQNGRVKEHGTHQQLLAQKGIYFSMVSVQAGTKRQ
Bcl-2 Bim block: human Bim-Bcl-2 interaction inhibition; P10415; Bead-based flow cytometry, Bim peptide-Bcl-2 binding; inhibition, % at 10 µM; actives 0.06% (n = 190,000); AID 950; in the data active = inhibition above about 40%; inconclusive = no clear call, values can overlap the other calls;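 also: 0% = no compound wells with probe peptide and 100% = reference peptide inhibitor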
Numbers without * were called inactive; ? = inconclusive; [ ] = remark or other dose. Rule as the data show it, unless noted: active = inhibition above about 40%. Rows are unselected; 1.3% or so of the library scored in one or more.

SMILES	RGS7-Gao	GSH bead fluor	RGS4-Gao reg	Bim-Bcl-W	ABCG2 inh	Bim-Bfl-1	Bcl-XL Bim block	Avidin fluor	Bim-Bcl-B	ABCB1 inh	Bcl-2 Bim block
CC(=O)c1cn(CC(=O)NCc2ccc3c(c2)OCO3)c2ccccc12	103	18	102	0	20	-15	-3	33	-5	1.1	-8
COc1nsnc1N1CCOCC1	96	61	100	-1	1	-9	-4	25	-7	0.0	-5
O=C(CNc1ccccc1-c1ccccc1)NCc1ccccc1	98	19	97	-14	-1	-6	-17	4	-12	0.3	-7
CCOc1ccc(CCNC(=O)CSc2cc(=O)n(C)c3ccc(Cl)cc23)cc1OCC	102	15	102	-4	24	-14	-3	7	-6	3.3	-8
Cc1ccccc1N=C1N=C(N)c2ccccc21	100	12	106	-5	0	-3	-2	10	-3	-0.1	-6
CC(C)Cn1c(N)c(C(=O)NCCN2CCOCC2)c2nc3ccccc3nc21	105	18	104	-5	5	-1	-5	39	-5	1.9	-4
CCC(CC)c1nnc(NC(=O)C2=NNC(=O)CC2)s1	101	17	101	-1	0	-5	-3	25	-1	0.0	0
Cc1cc(C)cc(N(C(=O)Cc2cccs2)C(C(=O)NC2CCCCC2)c2ccccn2)c1 (stereo not given)	92	9	94	-1	4	-3	-3	9	-2	1.6	-3
COc1cc(/C=N/NC(=O)c2cccnc2)ccc1OC(=O)c1ccc2c(c1)OCO2	99	13	96	0	4	2	2	11	0	1.0	2
COc1cc2c(cc1OC)C1=C(C#N)CN(CC(=O)O)CN1CC2	106	21	107	0	2	-4	0	8	-4	0.4	-5
CN(C)c1nc(N)nc(Cn2ccnc2)n1	102	12	103	-3	0	0	-4	14	1	0.0	0
Cc1ccc(S(=O)(=O)c2cnc(-c3ccccc3)nc2N2CCN(C)CC2)cc1	111	12	104	-3	2	-10	-4	4	-4	3.9	-7
Clc1ccccc1CN1CCN(/N=C/C=C\c2ccco2)CC1	97	19	102	0	2	-3	-2	11	0	0.5	0
CCN1CCN(c2cc3c(nn2)Oc2ccccc2N3C)CC1	103	22	105	-1	9	-4	-6	13	0	1.4	-3
O=C(NCc1ccco1)c1ccc(Cl)c(S(=O)(=O)Nc2ccccc2)c1	98	19	97	0	7	0	3	7	1	2.6	3
Cc1nc2ncnn2c(C)c1CCC(=O)N1CCc2ccccc2C1	94	32	96	0	2	3	0	8	5	0.5	0
CC(=O)c1ccc(NC(=O)CN2CCC(NC(=O)C3CCCCC3)CC2)cc1	90	9	92	-1	1	-6	-2	9	-3	0.1	-5
COCCn1cnc2c1c(=O)n(CC(=O)OCC#N)c(=O)n2Cc1ccccc1	111	25	105	1	0	-7	-5	39	-4	-0.1	-2
C(=N\c1nc2ccccc2n1CCN1CCCCC1)/c1cccs1	108	270*	106	-4	-1	-5	-24	5	-4	-0.4	0
O=C(CCn1c(=O)oc2ccccc21)N1CCOCC1	98	15	103	-2	17	-12	-8	9	-12	2.3	-16

4 entries from above, ordered by number of heavy atoms, smallest number first.
SMILES	RGS7-Gao	GSH bead fluor	RGS4-Gao reg	Bim-Bcl-W	ABCG2 inh	Bim-Bfl-1	Bcl-XL Bim block	Avidin fluor	Bim-Bcl-B	ABCB1 inh	Bcl-2 Bim block
Cc1ccccc1N=C1N=C(N)c2ccccc21	100	12	106	-5	0	-3	-2	10	-3	-0.1	-6
COc1cc2c(cc1OC)C1=C(C#N)CN(CC(=O)O)CN1CC2	106	21	107	0	2	-4	0	8	-4	0.4	-5
Cc1nc2ncnn2c(C)c1CCC(=O)N1CCc2ccccc2C1	94	32	96	0	2	3	0	8	5	0.5	0
CC(C)Cn1c(N)c(C(=O)NCCN2CCOCC2)c2nc3ccccc3nc21	105	18	104	-5	5	-1	-5	39	-5	1.9	-4

(list continues)
SMILES	RGS7-Gao	GSH bead fluor	RGS4-Gao reg	Bim-Bcl-W	ABCG2 inh	Bim-Bfl-1	Bcl-XL Bim block	Avidin fluor	Bim-Bcl-B	ABCB1 inh	Bcl-2 Bim block
CC1CCCCC1NC(=O)c1nn(C)c(=O)c2ccccc12 (stereo not given)	104	23	104	-4	25	-18	-9	23	-10	0.3	-9
CCOC(=O)c1cc(CC)sc1N	100	25	97	-4	4	-2	-3	17	-3	0.6	-4
Fc1ccccc1CNc1ccc(Cl)cc1	107	9	110	2	1	-5	2	25	0	0.1	0
CCc1ccc2ncc(C(=O)c3ccccc3)c(N3CCOCC3)c2c1	?	15	102	0	2	-3	-1	9	-1	0.9	-3
Cc1cc(C)c2nc(C(F)(F)F)nc(N3CC(C)OC(C)C3)c2c1 (stereo not given)	95	30	94	0	8	-14	-12	11	-11	0.7	-12
CCOc1ccc(N(CC(=O)NCC2CCCO2)C(=O)CCC(=O)Nc2nccs2)cc1 (stereo not given)	104	24	104	4	0	-4	0	10	0	0.1	0
Cc1noc(/C=C/N(C)C)c1S(=O)(=O)N(C)CC(=O)NC1CCCCC1	95	29	96	0	2	-2	-2	9	0	0.8	-1
O=C(Oc1ccc(Cl)cc1N1C(=O)CCC1=O)c1ccco1	99	55	97	-3	6	-3	0	9	0	0.5	3
O=C(COc1ccccc1)NNC(=O)c1cc2ccccc2o1	99	5	98	0	0	3	0	12	0	-0.2	4
O=C(Nc1cccc(S(=O)(=O)C(F)F)c1)c1ccc(Cl)c(S(=O)(=O)N2CCOCC2)c1	104	26	102	-1	23	-8	-5	13	-7	2.4	-14
Cc1scc(C(=O)NNC(=S)NCC2CCCO2)c1C (stereo not given)	104	22	103	1	1	-12	-3	4	-8	0.0	-5
Cc1ccc(C)n1-c1cccc(S(=O)(=O)N2CCOCC2)c1	99	13	104	0	2	0	-5	7	0	0.5	0
N/C(=N\NC(=O)c1ccccc1Cl)c1cc2ccccc2oc1=O	91	7	91	-3	1	-9	-1	19	-1	-0.2	0
COc1ccc(NC(=O)C2(c3ccc(NC(=O)c4ccc(OC)c(OC)c4)cc3)CCCC2)cc1	95	27	98	0	13	-10	0	11	-4	1.3	-5
O=C(NC1CCN(C(=S)NCc2ccco2)CC1)c1cccc(F)c1	101	12	103	-6	2	-11	-4	25	-13	0.1	-8
Cc1nc(SCc2ccc(Br)cc2)[nH]c(=O)c1C	103	55	102	2	3	-4	1	11	-2	0.5	1
O=C(OCc1nc2ccccc2s1)c1cccs1	99	43	98	3	6	-10	0	5	-9	-0.2	-8
Cc1cc(C)c(NC(=O)CS(=O)CC(=O)NCCCc2ccccc2)c(C)c1 (stereo not given)	113	12	109	-1	6	1	0	24	-1	0.7	0
CCOc1ccc(Cl)cc1/C=N/NC(=O)CNC(=O)c1ccccc1	95	15	98	-1	13	-3	-7	10	-9	0.1	-8
COc1ccc(N2CCC(CNS(=O)(=O)c3cccc(C(F)(F)F)c3)C2)cc1 (stereo not given)	95	11	96	0	3	1	-2	8	-9	0.6	-6
CNC(=S)NNc1nncc2ccccc12	97	21	99	-1	3	-3	-1	12	-4	0.4	-1
COc1cc(NC(=O)c2ccco2)c(OC)cc1NC(=O)Nc1ccccc1Cl	92	13	94	-3	5	-5	-3	8	0	0.7	0
CC(C)(C)c1ccc(C(=O)Nc2ncn[nH]2)cc1	99	8	101	-2	4	-4	-1	10	-6	1.0	-1
CC(/C=C1\SC(=S)N(NC(=O)c2ccccc2C)C1=O)=C\c1ccccc1	99	14	96	-3	-13	-10	-3	16	-11	-1.2	-3
Cc1cccc(NS(=O)(=O)c2c(C)n[nH]c2C)c1	102	24	100	-1	0	-1	0	12	-3	0.2	-2
Cc1cccc(OCC(=O)Nc2ccc(N3CCN(C(=O)c4ccco4)CC3)cc2)c1	99	35	106	-2	63	-17	-9	13	-9	1.4	-10
CC(=C/C(=O)O)/C=C/c1ccc(Cl)o1	97	24	100	-1	-1	-1	-3	8	-3	-0.2	3
COc1ccc(NC(=O)c2cc(-c3cc(C)ccc3O)n[nH]2)cc1Cl	102	27	102	-2	-3	-16	-5	12	-9	-0.7	-10
COc1ccc(S(=O)(=O)N2CCN(c3ccccn3)CC2)cc1OC	98	50	103	0	0	-13	-2	7	-5	0.1	-6
CC(C)Cc1nc(N2CCC(C(N)=O)CC2)c2nnn(Cc3ccccc3)c2n1	102	37	99	-1	9	-13	0	12	-5	0.8	-7
Nc1ccc2c(c1)C(=O)N(CC1CCCO1)C2=O (stereo not given)	94	49	93	0	5	-2	-3	9	0	0.6	0
CC1CCN(C(=O)C2(NC(=O)Nc3cccc(F)c3)CCCCC2)CC1	97	25	99	0	1	0	-2	7	0	0.4	5
C=C1C(O)C[C@H]2C(=C)CCC3[C@H](OC(=O)[C@]3(O)CO)[C@@H]12 (stereo not given in full)	104	19	102	0	0	-1	-1	10	-3	-0.2	0
COc1ccc(-c2cc(-c3ccc(O)cc3)nc(N)c2C#N)cc1OC	100	50	100	6	4	-6	4	25	0	0.7	0
O=[N+]([O-])c1ccc(N2CCN(S(=O)(=O)c3ccc(Cl)cc3)CC2)cc1NCC1CCCO1 (stereo not given)	103	17	103	-3	3	-1	0	11	-3	1.2	-1
O=C(NCCCO)/C(=C\c1ccco1)NC(=O)c1ccc(Br)o1	90	13	94	-3	-1	0	-2	3	-6	0.2	-1
CCN(CC)C(=O)CSc1ncnc2c(-c3cccs3)nsc12	97	15	95	2	3	0	-1	33	-5	0.3	1
CCOC(=O)N1CCN(CC(O)c2ccccc2)CC1 (stereo not given)	102	11	106	2	4	0	1	14	0	1.1	1
O=C(NC1CCSC1=O)c1ccc(Oc2ccc(F)cc2)nc1 (stereo not given)	100	11	99	-2	1	1	-1	33	1	0.1	0
CCOC(=O)c1cc(-c2ccc(N3CCOCC3)cc2)nn1-c1ccccc1	99	10	101	-3	18	-16	-2	15	-7	1.0	-4
C/C(Cc1ccccc1)=N\NC(=O)c1ccc(F)cc1	98	12	95	-2	3	-11	0	8	-5	0.0	-9
CN(C)/C=N/c1ncnc2c1cnn2-c1ccc(C(F)(F)F)cn1	103	25	102	-8	16	-28	-11	38	-11	-1.0	-9
CC(=O)N/C(=C\c1ccccc1)C(=O)OCC(=O)NC1CCCC1	105	12	103	-1	-3	-1	-3	16	-6	0.0	-2
O=C(c1ccco1)N1CCC(c2nc(-c3ccc(F)cc3)no2)CC1	97	56	96	0	1	-7	-2	7	-2	0.3	-4
Fc1ccc(-n2c(Cc3ccccc3)nnc2SCc2nc(-c3cccs3)no2)cc1	88	24	93	0	6	-7	-4	7	-5	1.9	-8
Cc1ccc(SCCC(=O)Nc2ccccc2C(=O)NC(C)C)cc1	100	11	102	-5	30	-12	-10	12	-9	0.5	-8
Cc1cc(N2C(=O)CCC2=O)ccc1NC(=O)c1cccs1	100	12	100	-2	-6	-10	-2	9	-9	-6.6	-11
CCN=C1SC(CC(=O)NCC)C(=O)N1CC (stereo not given)	213*[activator]	43	259*[activator]	0	0	3	-5	74*	3	0.3	7
C[n+]1cccc(C(=O)NNC(=O)C23CC4CC(CC(C4)C2)C3)c1	97	10	98	1	1	-2	0	10	-3	0.2	1
CCC(=O)c1cc(F)c(N2CCN(C(=O)c3ccco3)CC2)cc1C	106	26	104	0	4	-5	-2	5	-6	0.2	-10
Cn1cccc1Cc1nnc(SCC(=O)N2CCCCCC2)n1-c1ccc(F)cc1	100	23	101	1	3	-8	-2	6	-6	1.2	-3
